SENP6 inh: SENP6 protease inhibitors, primary screen, biochemical, luminescence, uHTS; Sentrin-specific protease 6 (Homo sapiens), Q9GZR1; AID 2599, 2010; inhibition, % at 10 µM; Recombinant SENP6 catalytic domain, aminoluciferin luminescence; hit rate 1.8% among 330,000;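 active = inhibition above about 50% at the single tested dose, limit read from the data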;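 note: plate controls were DMSO wells with enzyme for no effect and DMSO wells lacking enzyme for full effect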
Target sequence (Q9GZR1 628-1112 limits assumed): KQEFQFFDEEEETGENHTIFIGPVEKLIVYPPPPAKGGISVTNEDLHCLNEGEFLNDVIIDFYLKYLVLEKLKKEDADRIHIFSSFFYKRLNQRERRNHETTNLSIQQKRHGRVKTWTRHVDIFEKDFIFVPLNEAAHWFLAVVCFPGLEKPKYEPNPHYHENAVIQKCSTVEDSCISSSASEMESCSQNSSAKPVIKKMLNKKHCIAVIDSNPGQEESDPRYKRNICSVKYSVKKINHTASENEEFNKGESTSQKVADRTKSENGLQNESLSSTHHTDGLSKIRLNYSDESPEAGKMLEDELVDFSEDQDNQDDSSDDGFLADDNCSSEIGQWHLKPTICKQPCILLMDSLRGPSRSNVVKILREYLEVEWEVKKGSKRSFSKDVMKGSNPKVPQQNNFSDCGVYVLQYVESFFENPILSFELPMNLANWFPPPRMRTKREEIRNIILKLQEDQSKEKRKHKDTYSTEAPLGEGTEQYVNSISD
PfGluPho inh: PfG6PD enzyme inhibitors, primary screen, biochemical, fluorescence intensity, uHTS; glucose-6-phosphate dehydrogenase-6-phosphogluconolactonase (Plasmodium falciparum 3D7); PfGluPho enzyme, NADPH resazurin-diaphorase fluorescence; inhibition, % at 20 µM; hit rate 0.78% among 350,000; AID 504690, 2011;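 active = inhibition reaching at least a set limit at 20 µM in the primary screen, cut at about 59% in these data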;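 note: 0% = DMSO wells with substrate and 100% = DMSO wells lacking glucose-6-phosphate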
Apaf1 inhib: inhibitors of human Apaf-1 apoptosome, primary screen, biochemical, DEVD-Rh110 fluorescence, uHTS; hit rate 0.71% among 330,000; Apoptotic protease-activating factor 1 (Homo sapiens), O14727; inhibition, % at 20 µM; reconstituted apoptosome caspase-3 activity; active = inhibition of at least 40% at 20 µM;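 note: plate controls were DMSO wells for no effect and DEVD-CHO caspase inhibitor wells for full effect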
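Material: reconstituted apoptosome with Apaf-1, cytochrome c, caspase-9, procaspase-3, dATP; medium: pH 7.5 Hepes buffer with CHAPS, BSA, DTT; also added: cytochrome c and DEVD-Rh110 substrate; timing: 30 min plus 50 min, RT; signal: Rh110 fluorescence intensity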
SENP7 block: SENP7 protease inhibitors, primary screen, biochemical, luminescence, uHTS; Sentrin-specific protease 7 (Homo sapiens), Q9BQF6; recombinant SENP7, Z-RLRGG-aminoluciferin luminescence, 40 min; inhibition, % at 5 µM; hit rate 1.5% among 330,000; AID 434973, 2010;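 active = inhibition above about 50% at the single test dose, limit read from the data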;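 note: plate controls were DMSO with enzyme for no effect and no enzyme buffer wells for full effect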
NALP3 yeast inh: NALP3 inflammasome inhibitors in reconstituted yeast, primary screen, luminescence, uHTS | Yeast reconstituted NLRP3/ASC/caspase-1, beta-gal luminescence, 24 h | inhibition, % at 10 µM | hit rate 0.39% among 330,000 | AID 2825, 2010;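 active = inhibition of 50% or more; inactive = inhibition below 50%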;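 note: plate controls were induced DMSO wells for no effect and uninduced yeast grown without galactose for full effect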
SENP8 block-1: SENP8 protease inhibitors, primary screen, biochemical, luminescence | Sentrin-specific protease 8 (Homo sapiens), Q96LD8 | purified SENP8, Z-RLRGG-aminoluciferin cleavage | inhibition, % at 10 µM | hit rate 1.2% among 330,000 | AID 2540, 2010; in the data active = inhibition above about 50%
Target sequence (Q96LD8 whole entry, looked up): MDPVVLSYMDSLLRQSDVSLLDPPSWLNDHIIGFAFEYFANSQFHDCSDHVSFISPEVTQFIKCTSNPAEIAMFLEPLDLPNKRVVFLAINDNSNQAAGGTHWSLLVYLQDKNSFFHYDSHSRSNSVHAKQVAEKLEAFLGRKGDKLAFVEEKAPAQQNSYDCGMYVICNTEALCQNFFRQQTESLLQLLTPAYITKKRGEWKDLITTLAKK
SENP1 FRET inh: human SENP1 catalytic domain inhibitors, primary screen, biochemical, FRET, uHTS. Sentrin-specific protease 1 (Homo sapiens), Q9P0U3. recombinant SENP1 catalytic domain, CyPet-SUMO1-YPet FRET cleavage. inhibition, % at 10 µM. hit rate 0.21% among 360,000. AID 624204, 2012;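 active = inhibition at least 30% at 10 µM, raw YFP signal under a set limit, fluorescence ratio 0.5 to 1.5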;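 note: 0% = enzyme with DMSO and 100% = no enzyme wells; some results filed as inactive read as strong as hits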
Target sequence (Q9P0U3 419-644 limits assumed): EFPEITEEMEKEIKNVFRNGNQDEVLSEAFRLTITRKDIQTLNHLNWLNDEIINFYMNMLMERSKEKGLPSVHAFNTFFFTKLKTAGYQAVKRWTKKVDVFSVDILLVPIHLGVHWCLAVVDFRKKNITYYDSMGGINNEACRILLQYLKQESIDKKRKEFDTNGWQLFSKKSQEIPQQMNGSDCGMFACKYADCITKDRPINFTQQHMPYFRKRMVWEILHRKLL
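Test system: human SENP1 catalytic domain; medium: Tris pH 8 buffer plus EDTA, NaCl, BME, BSA, NP40, catalase; incubation: 50 min reaction at room temperature; technique: FRET, CFP and YFP emission; controls: no-enzyme low control and enzyme-plus-DMSO high control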
HKDC1 inh: HKDC1 hexokinase inhibitors, primary screen, biochemical, fluorescence, uHTS | Q2TB90 | hit rate 0.16% among 340,000 | inhibition, % at 20 µM | recombinant HKDC1, G6PDH/diaphorase resazurin coupled fluorescence | AID 493160, 2011;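 active = inhibition above about 35% when tested at 20 µM, limit read from the data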;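 note: plate controls were DMSO wells with enzyme for no effect and DMSO wells lacking enzyme for full effect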
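test system = in-house recombinant HK5 (HKDC1) enzyme | amount = HKDC1 at 5 µg/mL | control set = DMSO-enzyme wells negative, buffer-substituted wells positive | compound = one dose of 20 µM, 1% DMSO | schedule = reaction time 90 min, room temperature, protected from light | technique = resorufin fluorescence at 613 nm | reagent = glucose with 1 mM ATP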
SENP8 block-2: human SENP8 protease inhibitors, primary screen, biochemical, fluorescence, Nedd8 protein substrate, uHTS; Sentrin-specific protease 8 (Homo sapiens), Q96LD8; recombinant SENP8; inhibition, % at 20 µM; hit rate 0.64% among 360,000; AID 602440, 2012; in the data active = inhibition mostly above about 40%, no sharp cut-off; inactive = mostly below about 27%
Active calls of the source: *; i = inactive; . = no result given.

SMILES	SENP6 inh	PfGluPho inh	Apaf1 inhib	SENP7 block	NALP3 yeast inh	SENP8 block-1	SENP1 FRET inh	HKDC1 inh	SENP8 block-2
O=C(CSCc1ccc(F)cc1)Nc1ccc(N2CCOCC2)cc1N1CCOCC1	-5.4	0.3	7.3	1.8	7.9	2.9	2.5	3.8	15.5
N#Cc1cn(Cc2ccncc2)c(=O)[nH]c1=O	-10.1	-2.7	-181.6	-0.8	7.5	-4.3	0.1	-3.4	13.4
CCCN(CCC)C(=O)CSc1nc2ccccc2c(=O)n1C1CCCC1	-14.5	-6.1	21.5	11.4	-2.2	0.4	1.8	0.7	34.0
N/C(=N\OC(=O)c1ccccc1Cl)c1cccc([N+](=O)[O-])c1	74.7*	2.1	4.9	89.5*	34.0	66.6*	1.4	-4.6	15.0
N#C/C(=C\c1c(N2CCCCCC2)nc2ccccn2c1=O)C(=O)NC1CCS(=O)(=O)C1 (stereo not drawn)	-8.9	-2.4	-4.4	3.0	11.8	4.9	-0.5	3.0	20.1
O=C(c1ccccc1)c1nn(-c2ccc(Cl)cc2)c(=O)cc1C(F)(F)F	0.1	-10.6	28.4	-3.5	23.4	-7.9	5.1	22.6	-137.3
O=C(Cc1ccccc1F)Nc1cccc(S(=O)(=O)N2CCOCC2)c1	5.4	-11.6	-3.7	6.2	-0.7	-2.4	1.6	-5.1	22.7
CC1(C)Cc2c(C#N)c(N)n(-c3ccccc3)c(=S)c2CO1	4.2	35.3	-1.0	9.8	5.0	11.4	-53.4	1.6	-136.2
COc1ccc(C2=Nn3c(nnc3-c3ccccc3OC)SC2)cc1OC1CCCC1	-15.2	-4.2	32.3	-13.4	17.8	-15.9	1.4	-2.7	-1.0
COC(=O)CSc1nnc(CNc2ccc(Cl)cc2)n1Cc1ccccc1	-36.7	-0.6	6.3	6.3	12.8	0.7	1.7	-1.6	16.2
O=C(Nc1ccc(F)cc1)C1CCCN1S(=O)(=O)c1ccc(Br)cc1 (stereo not drawn)	-1.6	-1.4	-2.5	-6.2	2.0	-7.2	1.9	-1.5	6.9
O=C(O)c1ccccc1C(=O)N1N=C2/C(=C/c3cccc([N+](=O)[O-])c3)CCCC2C1c1cccc([N+](=O)[O-])c1 (stereo not drawn)	9.2	0.7	19.0	8.3	-6.8	4.3	2.9	-3.0	20.9
Cc1ccccc1NC(=O)CSCCN1C(=O)c2ccccc2C1=O	1.6	12.4	-4.3	1.9	-2.9	-4.7	1.7	-5.7	10.3
COc1ccc(N2CCN(Cc3cc(=O)oc4ccc(C)cc34)CC2)cc1	4.3	7.9	-5.4	5.7	-11.9	-5.0	2.5	-8.8	12.5
O=[N+]([O-])c1ccc(O)c(/C=N/Nc2ccccc2Cl)c1	50.2*	-2.7	10.4	50.0*	7.2	36.2	18.5	9.3	29.1
COCCCNC(=O)C(=O)NC1CCCCC1C (stereo not drawn)	-9.0	-16.2	-1.3	0.3	9.8	-8.4	1.8	-6.5	1.8
COc1cccc(NC(=S)N2CCN(S(=O)(=O)c3ccc(F)cc3)CC2)c1	-2.3	12.7	35.2	-5.5	12.3	8.6	2.6	-2.1	11.7
O=C(NC1CCCCC1)C1CCN(S(=O)(=O)N2CCOCC2)CC1	-16.7	-10.2	3.7	-8.8	-6.3	-11.1	2.2	-6.9	18.7
Cn1c(=O)cc(OCCCC(=O)NCCN2CCN(c3ccccc3F)CC2)c2ccccc21	0.4	3.9	7.0	9.3	13.2	-7.8	2.4	-8.4	8.1
O=S(=O)(c1ccccc1F)N1CCN(Cc2cc3c(cc2O)OCO3)CC1	0.2	46.4	-5.3	4.4	18.4	-1.4	0.6	6.9	19.4
CC(=O)c1ccc(N2CCN(S(=O)(=O)c3cccc(S(=O)(=O)N4CCOCC4)c3)CC2)cc1	-4.3	-10.4	8.2	2.8	1.5	8.8	-1.3	-0.9	-117.3
CCCCNC(=O)c1cc([N+](=O)[O-])[nH]n1	-4.5	11.2	-8.1	0.6	8.5	6.4	3.8	-12.1	14.3
COC(=O)c1[nH]c2cc(OC)ccc2c1NC(=O)c1ccc2c(c1)OCO2	-3.6	8.0	-0.3	-8.1	42.0	-16.0	1.9	-5.3	-35.6
COc1ccccc1OCCNC(=O)CCS(=O)(=O)c1ccccc1	2.5	0.8	0.8	-6.6	22.2	-10.9	-2.4	-3.1	14.2
COc1cc(/C=C/C(=O)NC(C)CCc2ccccc2)cc(OC)c1OC (stereo not drawn)	-2.5	6.8	3.9	-4.4	3.1	-7.6	-0.2	-7.1	-105.9
CCCC(c1nnnn1CCc1ccccc1)N1CCC(C(N)=O)CC1 (stereo not drawn)	3.6	3.5	12.7	1.8	11.9	-6.7	1.2	-3.7	21.1
COc1ccccc1NC(=O)CCc1c(C)[nH]c(=O)c(C#N)c1C	-16.0	-3.5	2.1	-2.8	9.7	-3.6	2.5	2.4	-41.3
Cc1nccn1Cc1ccccc1	5.5	-1.0	-9.0	7.9	12.8	7.0	1.2	-4.8	2.3
CCOCCOC(=O)c1[nH]c2c(c1C)C(=O)CC(c1ccc(N(C)C)cc1)C2 (stereo not drawn)	-1.4	4.9	6.1	0.4	0.1	-5.2	-2.5	2.4	-0.2
COc1cccc(COc2ccc3c(C)c(Cc4ccccc4)c(=O)oc3c2)c1	14.9	4.3	13.2	9.2	1.9	-15.8	-0.1	-2.2	i
Cc1cc(C)cc(NC(=O)Nc2cc(-c3ccccc3)nn2C)c1	1.3	15.3	1.5	-0.3	2.7	-1.0	1.5	-1.1	14.7
C[C@@H]1CN([C@@H](C)CO)C(=O)Cc2cc(NC(=O)Nc3cccc4ccccc34)ccc2O[C@@H]1CN(C)S(C)(=O)=O	-18.1	-0.7	11.7	14.7	-1.9	-4.0	-1.9	7.6	-93.0
CCOC(=O)N1CCN(c2c(NC3CCN(Cc4ccccc4)CC3)c(=O)c2=O)CC1	-2.7	-6.9	6.1	-3.8	3.8	3.7	2.2	-6.1	-4.8
O=C(CN1CCOCC1)Nc1ccccc1-c1ccccc1	-1.7	-10.9	5.5	1.0	15.9	-1.3	1.5	0.3	2.2
CCS(=O)(=O)c1nc(S(=O)(=O)c2ccc(Cl)cc2)c(NCCOC)s1	-25.2	-13.7	0.0	-1.5	8.9	0.6	2.2	5.5	3.1
C[n+]1ccccc1C1CCCC/C1=N\Nc1ccc([N+](=O)[O-])cc1[N+](=O)[O-] (stereo not drawn)	-6.1	1.7	-6.2	5.6	13.3	-3.5	1.0	-4.7	12.3
COc1cc(/C=C2/C(=O)N(C)C(=S)N2C)ccc1OCc1cccc(F)c1	8.8	0.3	-8.0	1.0	8.7	5.4	-25.4	-2.2	-66.6
Cn1c(=O)[nH]c(=O)c2c1nc(CN1CCN(c3ccccc3F)CC1)n2CCCc1ccccc1	-3.6	-31.0	16.1	8.2	5.7	-5.0	1.0	10.4	21.5
O=C(O)CN1C2=NCCCN2c2ccccc21	3.8	-13.2	7.6	-8.4	-1.9	-14.2	-0.5	-5.2	10.9
COc1cccc(N2CC34C=CC(O3)C(C(=O)O)C4C2=O)c1 (stereo not drawn)	-4.1	8.0	2.0	3.4	10.2	-1.8	0.2	-1.5	4.6

Of the compounds above, 2 have an aryl thioether with sulfur outside any ring:
SMILES	SENP6 inh	PfGluPho inh	Apaf1 inhib	SENP7 block	NALP3 yeast inh	SENP8 block-1	SENP1 FRET inh	HKDC1 inh	SENP8 block-2
CCCN(CCC)C(=O)CSc1nc2ccccc2c(=O)n1C1CCCC1	-14.5	-6.1	21.5	11.4	-2.2	0.4	1.8	0.7	34.0
COC(=O)CSc1nnc(CNc2ccc(Cl)cc2)n1Cc1ccccc1	-36.7	-0.6	6.3	6.3	12.8	0.7	1.7	-1.6	16.2

(continued)
SMILES	SENP6 inh	PfGluPho inh	Apaf1 inhib	SENP7 block	NALP3 yeast inh	SENP8 block-1	SENP1 FRET inh	HKDC1 inh	SENP8 block-2
CC[C@]1(C(=O)OC)[C@H]2C(=O)N(C)C(=O)[C@H]2[C@H]2CN(C)C(=NCc3ccccc3)N21	.	12.6	5.6	0.2	.	.	1.9	-5.2	12.2
COc1cc(C(=O)Oc2ccc(/C=N/NC(=O)c3ccncc3)cc2)cc(OC)c1OC	12.5	21.4	1.8	-4.5	-2.8	-0.6	2.8	-4.3	-10.8
N#Cc1ccc(-c2ccc(OCC(O)CN3CCCCC3)cc2)cc1 (stereo not drawn)	-10.5	-1.9	2.4	3.0	6.6	-4.7	-1.8	-4.7	-39.9
Cc1ccc(C(=O)Nc2ccc(N3CCN(C(=O)c4ccco4)CC3)cc2)c(Cl)c1	-6.9	-0.7	10.4	2.4	15.2	-3.6	1.8	-0.9	-2.3
C[C@H](CO)NC(=O)[C@@H]1C[C@H]1[C@@H](NP(=O)(c1ccccc1)c1ccccc1)c1ccccc1	7.5	-13.6	8.2	4.6	5.7	6.8	1.1	4.9	7.7
Cc1noc(C)c1C(=O)NCc1cccs1	11.5	-11.9	-11.0	7.7	-2.7	1.4	0.6	-0.7	10.8
CN1CCN(C(=O)c2ccc3c(=O)n(CCc4ccccc4)c(=S)[nH]c3c2)CC1	-15.8	-1.1	17.1	-4.0	18.2	-11.1	1.9	-0.3	19.1
Oc1ccc(-c2nc3ccccn3c2NCc2ccc3c(c2)OCO3)cc1	0.8	-7.6	3.9	5.1	21.0	-1.2	-31.6	-1.8	i
CCn1c(COc2ccccc2C)nnc1SCC(=O)N1CCC(C)CC1	1.3	1.2	11.8	-10.2	17.5	-10.2	-3.7	1.6	18.4
O=C(COC(=O)c1cccc(Br)c1)NCCNC(=O)COC(=O)c1cccc(Br)c1	-9.6	13.6	14.8	-16.6	-1.9	-4.7	1.5	-0.7	12.3
CCOCC(=O)N1CCN(c2ccccc2OC)CC1	7.7	5.8	6.3	-1.5	14.0	-9.6	0.4	13.2	5.6
Cc1ccc2[nH]cc(S(=O)(=O)c3ccc(C(C)C)cc3)c(=O)c2c1	-5.8	-15.6	15.4	-11.4	-2.4	-8.0	0.7	0.1	3.3
Cc1ccc(NC(=O)CN2C(=O)NC3(CCc4ccccc43)C2=O)cc1S(=O)(=O)N1CCCCC1 (stereo not drawn)	-10.9	5.6	21.0	7.4	1.8	-8.9	0.0	-2.3	1.7
CSc1cnc2c(=O)n(C)c(=O)[nH]c2n1	6.3	-5.9	-7.1	1.7	2.6	-4.4	-39.7	-2.8	-419.8

Screening results (PubChem)
